From PubChem BioAssay
CRFBP-R2 agonist = agonists of CRF-BP/CRF-R2 complex, primary screen, cell-based, HEK293, calcium dye fluorescence, uHTS; calcium dye fluorescence (FLIPR); percent of saturating CRF peptide response; activation, % at 13.2 µM; actives 0.46% (n = 350,000); AID 588473, 2011;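 active = activation of at least 50%, plus an integration ratio under a set limit after plate pattern correction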;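 note: plate controls were neutral control wells without compound for no effect and CRF at EC100 for full effect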
FID counter = compounds displacing fluorescent DNA intercalator, primary screen, artefact control for HCV NS3 helicase inhibitor project, biochemical, FID fluorescence | DNA fluorescent intercalator displacement | inhibition, % at 7.9 µM | actives 0.17% (n = 290,000); in the data active = inhibition above about 37%;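 note: 0% = vehicle and 100% = reference compound; higher means more ethidium bromide displaced from hairpin DNA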
MEKK3 PB1 HTS = modulators of MEKK3-MEK5 PB1 binding, primary screen, biochemical, wildtype MEKK3, multiplex bead flow cytometry, Alexa488-MEK5. Mitogen-activated protein kinase kinase kinase 3 (Homo sapiens), Q99759. bead-based flow cytometry, Alexa488-MEK5 binding to MEKK3; actives lie on both sides; 0 = blocked by unlabeled MEK5, 100 = vehicle. binding response (% of control), % at 10 µM. actives 1.4% (n = 290,000);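 active = binding response more than 3 SD above or below the average of its plate-row segment, actives on both sides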;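 note: Alexa488 bead fluorescence after subtracting the streptavidin-only scavenger bead signal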
Target sequence (Q99759 whole entry, looked up): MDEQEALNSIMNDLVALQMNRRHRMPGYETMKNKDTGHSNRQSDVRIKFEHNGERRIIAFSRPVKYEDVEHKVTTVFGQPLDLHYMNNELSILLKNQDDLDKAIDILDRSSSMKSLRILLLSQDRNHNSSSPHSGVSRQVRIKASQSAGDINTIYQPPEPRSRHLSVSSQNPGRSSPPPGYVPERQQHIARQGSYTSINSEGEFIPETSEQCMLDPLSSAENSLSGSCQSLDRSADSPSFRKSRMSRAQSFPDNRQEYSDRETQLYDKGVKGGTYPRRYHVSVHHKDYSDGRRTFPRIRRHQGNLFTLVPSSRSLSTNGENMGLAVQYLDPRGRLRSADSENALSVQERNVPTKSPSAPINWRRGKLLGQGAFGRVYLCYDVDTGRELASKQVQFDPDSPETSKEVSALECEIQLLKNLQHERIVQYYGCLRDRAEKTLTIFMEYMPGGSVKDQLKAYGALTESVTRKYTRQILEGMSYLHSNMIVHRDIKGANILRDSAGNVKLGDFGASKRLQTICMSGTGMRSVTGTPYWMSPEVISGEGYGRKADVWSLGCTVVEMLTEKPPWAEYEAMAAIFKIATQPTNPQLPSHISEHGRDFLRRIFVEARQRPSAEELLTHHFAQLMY
CRFR2-BP antag = antagonists of CRF-BP/CRF-R2 complex, primary screen, cell-based, HEK293, calcium dye fluorescence, uHTS; inhibition, % at 11.8 µM; AID 588475, 2011; CRF-induced calcium fluorescence; actives 0.59% (n = 350,000);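 active = inhibition of the ligand-induced calcium signal above about 50% at the single tested concentration, limit read from the data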
HCV NS3 hel inh = inhibitors of HCV NS3 helicase, primary screen, biochemical, Cy5 molecular beacon fluorescence | actives 0.56% (n = 290,000) | inhibition, % at 10.9 µM | Hepatitis C virus NS3 helicase | NS3 helicase DNA unwinding;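 active = inhibition above the mean of all tested compounds plus 3 SD, set per campaign, cut at about 35% in these data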;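 note: 0% = DMSO wells and 100% = thioflavine S control wells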
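Assay system: hepatitis C virus NS3 helicase domain fragment enzyme. Also added: annealed dual-labelled DNA beacon duplex, ATP-started. Timing: 1 h reaction at 25 °C, ATP-initiated. Technique: Cy5 fluorescence at 0 and 60 min, beacon hairpin quenching. Evaluation: % inhibition of unwinding. Replication: one well per compound.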
MEKK2 mut-MEK5 = MEK5 binding signal on mutant MEKK2 PB1, primary screen, biochemical, multiplex bead flow cytometry, Alexa488-MEK5. Alexa488-MEK5 binding to MEKK2 mutant. percent response, % at 10 µM. actives 0.35% (n = 290,000); in the data active = percent response above about 24%, passing the limit was not always enough; note: inactives centre near 1; some results filed as inactive read as strong as hits; reference of the scale not given here
UBC9 SUMO inh = inhibitors of in vitro SUMOylation cascade, primary screen, biochemical, HTRF, uHTS; AID 2006, 2009; HTRF SUMOylation assay, SAE1/SAE2 + UBC9; SUMO-conjugating enzyme UBC9 (Homo sapiens), P63279; actives 0.36% (n = 290,000); inhibition, % at 35 µM; in the data active = inhibition above about 50%, passing the limit was not always enough; note: strong numbers were not always called active
Target sequence (P63279 whole entry, looked up): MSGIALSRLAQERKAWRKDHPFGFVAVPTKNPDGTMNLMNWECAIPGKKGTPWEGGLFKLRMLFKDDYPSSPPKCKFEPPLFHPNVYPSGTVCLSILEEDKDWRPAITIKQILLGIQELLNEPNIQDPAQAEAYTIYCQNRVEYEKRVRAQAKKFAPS
GalR3 antagonist = GalR3 antagonists in HEK293 cells, primary screen, cell-based, fluorescence readout | actives 0.44% (n = 360,000) | HEK293 GalR3-CNG cAMP membrane potential fluorescence; galR3 body fused to GalR1 C-terminus | inhibition, % at 3 µM | AID 651719, 2012 | Galanin receptor type 3 (Homo sapiens), O60755;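 active = inhibition above the screen-wide average plus 3 SD, cut at about 13% in these data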;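 note: forskolin and galanin both at EC90 stimulate the cells; cAMP rise reported by CNG channel membrane potential dye signal; 0% = forskolin plus galanin with DMSO and 100% = forskolin alone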
Target sequence (O60755 1-299 limits assumed): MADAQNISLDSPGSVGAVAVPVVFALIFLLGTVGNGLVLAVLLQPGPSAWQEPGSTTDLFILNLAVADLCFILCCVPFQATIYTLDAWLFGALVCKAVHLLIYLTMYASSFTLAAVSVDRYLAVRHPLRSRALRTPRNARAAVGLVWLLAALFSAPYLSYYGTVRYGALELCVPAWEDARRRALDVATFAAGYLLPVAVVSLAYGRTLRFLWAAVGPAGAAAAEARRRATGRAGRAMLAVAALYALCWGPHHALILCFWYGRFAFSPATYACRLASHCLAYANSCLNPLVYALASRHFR
MEKK2wt PB1 HTS = modulators of MEK5 binding to wildtype MEKK2, primary screen, biochemical, multiplex bead flow cytometry, Alexa488-MEK5 | Mitogen-activated protein kinase kinase kinase 2 (Homo sapiens), Q9Y2U5 | Alexa488-MEK5 binding to MEKK2 WT; actives lie on both sides | binding response (% of control), % at 10 µM | actives 1.1% (n = 290,000); in the data active = binding response below about 67% or above about 130%
Numbers without * were called inactive; . = no result given.

SMILES	CRFBP-R2 agonist	FID counter	MEKK3 PB1 HTS	CRFR2-BP antag	HCV NS3 hel inh	MEKK2 mut-MEK5	UBC9 SUMO inh	GalR3 antagonist	MEKK2wt PB1 HTS
CN(C)CCCNC(=S)NCC(c1ccc(Cl)cc1Cl)c1c[nH]c2ccccc12 (stereo not drawn)	1.7	28	110	-15	-77	73*	4	-11	223*
CC1Sc2ccc(S(=O)(=O)CCC(=O)Nc3ccccn3)cc2NC1=O (stereo not drawn)	1.5	-24	99	-8	19	4	12	-6	98
CC1(C)CC(=O)C(C2=NC3(CCCCC3)Cc3ccccc32)=C(O)C1	-1.9	-30	104	-10	11	-7	-7	-2	101
COc1ccc(CNC(=O)CSc2nnc(C(F)(F)F)n2C)cc1	-0.2	-2	93	8	6	-11	7	-4	88
CCOCCc1nnc(NC(=O)CCC2CCCCC2)s1	-1.2	-33	107	-25	-9	6	-2	-8	104
COc1cccc(OC)c1C(=O)N1CCN(Cc2ccncc2)CC1	-2.0	7	107	-3	9	1	3	-3	108
Cn1c(=O)oc2cc(S(=O)(=O)NCCC(=O)NC3CCCc4ccccc43)ccc21 (stereo not drawn)	-0.7	-9	108	-6	-3	4	4	0	106
O=C(CN(c1ccc(F)cc1)S(=O)(=O)c1ccc2c(c1)OCCO2)Nc1ccccc1	1.7	-9	106	-25	0	9	-8	-6	108
CS(=O)(=O)c1ccc(Cl)c(NC(=O)c2ccc3ccccc3c2)c1	-2.8	-6	101	13	-8	13	-4	-3	109
Cc1nnc(SCc2ccc(CC(=O)O)cc2)o1	-1.3	-5	92	11	3	-6	-4	-4	93
CC(=O)C1=C(C)NC(SCc2cccc3ccccc23)=C(C#N)C1c1ccco1 (stereo not drawn)	2.0	-12	98	4	38*	6	15	-4	109
CS(=O)(=O)NCc1ccc(C(=O)O)cc1	1.0	1	94	-1	-16	-8	-5	-2	91
COC(=O)C(C)N(c1ccc(OC)cc1)S(C)(=O)=O (stereo not drawn)	-1.2	0	101	0	-2	-2	-8	1	100
CCN(CC)S(=O)(=O)c1ccc(S(=O)(=O)Nc2cc3c(cc2C(C)=O)OCO3)cc1	0.1	-5	110	10	5	7	-7	0	108
Cc1ccc(C(=O)COC(=O)COc2ccccc2C)cc1	4.6	-21	103	-1	3	6	-16	-2	111
Cc1ccc(Oc2nc(C(F)(F)F)nc3ccccc23)cc1	7.5	-1	107	6	-7	-1	-2	-5	104
CCCCCN1C=CC(=C2C(=O)c3ccccc3C2=O)C=C1	0.3	-5	104	-5	3	11	11	-2	104
O=C(NCCN1CCOCC1)C1(C(F)(F)F)C/C(=C\Cc2ccccc2)CCCO1 (stereo not drawn)	3.5	.	102	-19	.	-1	.	-6	98
COc1ccc(OC)c(S(=O)(=O)NC2CCCCC2)c1	-2.6	-9	101	-28	7	7	-3	2	100
c1cncc(Cc2cc3ccccc3[nH]2)c1	-0.9	-2	96	-1	3	0	8	0	105

Full records from above.
Listed for `COc1ccc(CNC(=O)CSc2nnc(C(F)(F)F)n2C)cc1` : CRFBP-R2 agonist: -0.2; FID counter: -2; MEKK3 PB1 HTS: 93; CRFR2-BP antag: 8; HCV NS3 hel inh: 6; MEKK2 mut-MEK5: -11; UBC9 SUMO inh: 7; GalR3 antagonist: -4; MEKK2wt PB1 HTS: 88
Listed for `CC(=O)C1=C(C)NC(SCc2cccc3ccccc23)=C(C#N)C1c1ccco1` (stereo not drawn) : CRFBP-R2 agonist: 2.0; FID counter: -12; MEKK3 PB1 HTS: 98; CRFR2-BP antag: 4; HCV NS3 hel inh: 38*; MEKK2 mut-MEK5: 6; UBC9 SUMO inh: 15; GalR3 antagonist: -4; MEKK2wt PB1 HTS: 109

Going on with the list.
SMILES	CRFBP-R2 agonist	FID counter	MEKK3 PB1 HTS	CRFR2-BP antag	HCV NS3 hel inh	MEKK2 mut-MEK5	UBC9 SUMO inh	GalR3 antagonist	MEKK2wt PB1 HTS
CCCn1cc(CN2CCC(Cc3ccccc3)(C(=O)OCC)CC2)c(C)n1	2.2	5	107	-17	-8	9	25	-4	107
CN(C)c1ccc(/C=N/n2c(COc3ccccc3)n[nH]c2=S)cc1	-2.2	-16	89	10	-9	0	-6	0	97
CC(NC(=O)NC1CCCCC1)C(c1cccs1)N1CCOCC1 (stereo not drawn)	-7.5	0	118	19	0	13	4	.	115
O=S(=O)(c1cccs1)N1CCC(Cc2ccccc2)CC1	3.2	-5	93	26	-5	1	-17	-1	93
NC(=O)CC(NC(=O)Cc1cccc2ccccc12)c1ccc(N2CCC(N3CCCCC3)CC2)c([N+](=O)[O-])c1 (stereo not drawn)	0.4	10	102	-8	-31	-1	0	-2	107
Cc1ccc(NC(=S)NCc2ccc(Cl)cc2)c(OC(F)F)c1	0.6	-15	102	-7	-5	-1	-4	-3	101
COc1ccc(-c2oc(/N=C/N3CCOCC3)c(C#N)c2-c2ccc(OC)cc2)cc1	-2.0	-16	98	44	-12	-3	1	-5	93
CCC(Cc1ccccc1)NC(=O)CCNS(=O)(=O)c1cc(Br)cnc1N (stereo not drawn)	-0.2	-21	101	-11	-8	5	.	2	97
COc1ccc(CNC(=O)c2cc3cc(OC)ccc3oc2=O)cc1	-0.1	-18	98	-5	14	-2	30	-3	100
Cc1ccc(C(=O)NC23CC4CC(CC(C4)C2)C3)c(Cl)c1	-1.9	-22	99	0	0	2	1	-6	99
N#CC1=C(N)Oc2cc(O)c(C=Nc3ccccc3)cc2C1c1ccccc1 (stereo not drawn)	0.5	-3	90	-9	9	-7	6	-9	74
CCSc1nncn1/N=C/c1ccc(OC)c(OC)c1	1.2	-7	100	-8	5	5	7	3	104
CC(=O)c1c(C)[nH]c(C(=O)OCC(=O)N2CCN(S(=O)(=O)c3ccc(C)cc3C)CC2)c1C	-1.6	-37	105	-10	-11	3	23	0	105
CCOC(=O)c1c(NC(=O)/C=C/c2ccc3c(c2)OCO3)sc(C)c1C	.	3	84	.	-1	-5	-1	.	85
COc1ccc(Cl)cc1S(=O)(=O)N1CCN(CC(=O)C(C)(C)C)CC1	0.4	-8	96	-13	4	-3	-6	-4	97
COC(=O)C1=C(Nc2ccc(C)cc2)C=C(C)C(C(=O)OC)C1c1cccc(OC)c1 (stereo not drawn)	-1.0	-18	108	28	-3	3	4	-6	99
CC(C)(C)OCC(O)CN1CCN(C(=O)c2ccccc2)CC1 (stereo not drawn)	2.9	11	122	-4	-1	1	6	-2	108
CCCCSc1nc(O)c(C2OC(=O)c3c2ccc(OC)c3OC)c(=O)n1-c1ccccc1 (stereo not drawn)	-1.5	-44	103	28	18	2	8	1	106
CCOc1ccc(Nc2nc(Cc3nnc(SCC(=O)NC4CCCCC4)n3C)cs2)cc1	-0.8	-37	107	-12	3	8	10	1	104
O=C(Cn1nc(-c2ccc(F)cc2)ccc1=O)Nc1ccc2c(c1)OCCO2	0.1	-35	96	24	-7	-7	-6	-5	98
Cc1ccc(CNS(=O)(=O)c2ccc(-c3cnc(C4CC4)o3)cc2)cc1	1.4	-24	101	-4	4	1	-20	0	103
O=C(CCS(=O)(=O)c1ccccc1)N1CCOCC1	3.6	4	124	1	7	1	3	0	111
COc1ccccc1N=Nc1ccc(O)c2ncccc12	-1.9	-19	95	10	41*	-2	-27	-8	97
COc1cccc(C2C3=C(N=c4s/c(=C\c5cccc(O)c5)c(=O)n42)c2ccccc2CC3)c1OC (stereo not drawn)	1.7	-11	133*	-14	-5	1	3	-2	97
CCOc1ccc(CNc2ccc3c(c2)ncn3C(C)(C)C)cc1	-6.8	-10	103	-62	-7	7	28	-11	110
O=C(NC(c1cccnc1)C(F)(F)F)c1cc(COc2ccc3c(c2)CCCC3)on1 (stereo not drawn)	2.0	-41	101	-9	-5	1	-30	15*	99
CC(NC(=O)c1cnc2ccccc2n1)c1ccccc1 (stereo not drawn)	0.2	-15	98	1	2	-1	19	-7	96
COc1ccc(N2C(=S)N=C(Nc3cccc(C)c3)C23CCCCC3)cc1	8.4	-2	99	-40	-9	-3	-2	-4	95
COCCn1nnnc1C(c1ccc(Cl)cc1)N1CCN(C(=O)c2ccco2)CC1 (stereo not drawn)	1.4	-28	104	-10	-1	10	3	-10	108
OCCC1CN(Cc2ccc(Oc3ncccn3)cc2)CCN1C1CCCC1 (stereo not drawn)	1.5	1	100	18	4	2	16	0	105
CC1CCN(C(=O)CSc2nc(C3CC3)nc3ccccc23)CC1	0.3	-41	102	-2	17	6	20	-6	97
C=CCn1c(SCC(C)=O)nnc1-c1ccc2ncccc2c1	2.2	-9	91	9	4	-19	5	0	97
Cc1ccc(C(=O)NC2CCN(CC(=O)Nc3cccc([N+](=O)[O-])c3)CC2)cc1	-2.4	9	102	17	-1	0	-8	-1	103
O=C(N/N=C/c1ccc([N+](=O)[O-])o1)c1ccc(NS(=O)(=O)c2cccs2)cc1	0.6	-5	97	12	5	-5	23	-3	92
CCCn1nc(NS(=O)(=O)c2cccc3nonc23)c2cc3cccc(C)c3nc21	-0.7	-16	98	8	-22	-1	1	-7	94
CCCSc1nc2c3c(sc2c(=O)[nH]1)CC(C)(CC)OC3 (stereo not drawn)	-3.2	-6	101	48	2	-1	14	-2	102
CCc1cc2c(=O)n(-c3ccccc3)c(SCC(=O)O)nc2s1	-2.8	-11	106	-2	6	0	12	0	103
COC(=O)c1cc(NCc2ccccc2F)ccc1N1CCOCC1	4.7	-6	104	-13	-2	8	17	-7	102
CCn1ccnc1CNC(=O)c1ccc2oc(CCCc3ccccc3)nc2c1	0.1	11	104	-11	-63	6	2	-3	111
COc1cccc(C2=CC(=O)CCC2)c1	-2.1	.	104	11	.	1	.	-3	101
O=C(CN1CCN(c2cccc(Cl)c2)CC1)NC1CCCc2ccccc21 (stereo not drawn)	-0.1	-18	96	-8	0	-5	-8	-7	99
COc1ccc(Cn2c(CCC(=O)Nc3ccccc3)nc3cccnc32)cc1	-0.5	-6	119	-12	-14	5	6	-6	111
CN(C)C(=O)c1nc(C#N)c(N(C)C)o1	-0.2	-4	101	-14	6	2	17	-4	100
COC(=O)c1ccc2c(=O)n(-c3ccc(OC)cc3)c(=S)[nH]c2c1	-0.1	-5	98	-1	1	-3	8	-2	98
O=C(NNC(=O)c1ccc([N+](=O)[O-])cc1Cl)c1ccncc1	3.3	-2	100	2	12	-1	0	0	102
COc1ccccc1CNC(=O)CNC(=O)Cn1cnc2ccccc2c1=O	-2.6	0	100	7	4	2	13	0	99
c1ccc2c(c1)[nH]c1c(NCC3CCCO3)ncnc12 (stereo not drawn)	-1.6	3	105	-1	1	10	26	1	107
N#Cc1ccc(-c2cccnc2)nc1SCc1ccc(Cl)c(Cl)c1	0.1	-3	102	-36	8	13	-5	-4	98
O=S(=O)(NCc1ccccc1Cl)c1cnc[nH]1	0.7	-14	102	-2	9	7	18	-4	105
O=C(CC1C(=O)NCCN1C/C=C/c1ccccc1)NCCc1cccnc1 (stereo not drawn)	-1.0	-11	106	6	-2	8	9	-3	109

An excerpt, so the mix of outcomes need not match the whole.
